# KCNQ2 block: KCNQ2 potassium channel inhibitors, primary screen, cell-based, CHO-K1, FluxOR thallium flux, B-score (AID 2156) | O88943 | 20 min; active compounds read low | B-score at 10 µM | 310,000 tested, 1.1% active;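 active = fluorescence ratio B-score at most minus 3 library SDs, with starting brightness B-score within 2 library SDs, cut at about -5.5 in these data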
# Target sequence (O88943 whole entry, looked up): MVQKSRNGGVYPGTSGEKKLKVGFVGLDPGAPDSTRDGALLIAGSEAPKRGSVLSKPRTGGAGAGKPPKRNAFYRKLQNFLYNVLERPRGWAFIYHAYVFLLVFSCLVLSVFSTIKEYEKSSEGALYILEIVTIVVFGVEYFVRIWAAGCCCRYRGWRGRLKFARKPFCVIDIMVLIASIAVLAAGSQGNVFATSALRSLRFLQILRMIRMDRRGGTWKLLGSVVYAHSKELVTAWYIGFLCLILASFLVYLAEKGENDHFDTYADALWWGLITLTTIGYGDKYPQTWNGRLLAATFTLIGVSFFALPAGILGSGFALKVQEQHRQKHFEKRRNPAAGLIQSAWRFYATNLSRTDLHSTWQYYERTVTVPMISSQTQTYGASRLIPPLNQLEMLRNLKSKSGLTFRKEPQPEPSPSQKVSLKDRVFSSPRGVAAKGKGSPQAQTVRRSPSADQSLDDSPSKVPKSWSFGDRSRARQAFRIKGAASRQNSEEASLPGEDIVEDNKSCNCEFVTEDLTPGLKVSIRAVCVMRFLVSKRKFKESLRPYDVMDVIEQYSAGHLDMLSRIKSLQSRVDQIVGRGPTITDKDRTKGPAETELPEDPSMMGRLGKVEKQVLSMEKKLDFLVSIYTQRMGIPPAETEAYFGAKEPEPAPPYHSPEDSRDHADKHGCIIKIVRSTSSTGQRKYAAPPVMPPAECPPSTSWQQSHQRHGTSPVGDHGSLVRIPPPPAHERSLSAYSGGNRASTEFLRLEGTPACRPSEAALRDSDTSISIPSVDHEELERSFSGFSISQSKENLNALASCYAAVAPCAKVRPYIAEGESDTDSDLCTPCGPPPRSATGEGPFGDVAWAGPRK
# Kir21 block: inhibitors of mouse Kir2.1 inward-rectifier potassium channel; P35561; HEK293-Kir2.1, FluxOR thallium flux fluorescence; active compounds read low; B-score at 10 µM; 310,000 tested, 0.85% active; AID 1672;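 active = fluorescence ratio B-score at or below minus 3 SD of library scores, with starting-brightness B-score within 2 SD, cut at about -4.2 in these data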;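 note: channel flux triggered by added potassium and thallium sulfate stimulus; B-score of peak minus minimum fluorescence over baseline after thallium stimulus; more negative B-score means stronger Kir2.1 block with less thallium influx; some compounds called inactive have numbers as strong as hits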
# The depositor's hits bear a star; i = inactive.
KCNQ2 block	Kir21 block	SMILES
i	2.3	CCN1CCCc2cc(CN(CCN3CCOCC3)C(=S)Nc3cccc(OC)c3)ccc21
i	2.3	Fc1cccc(NC(=S)Nc2ccc(Br)cc2)c1
i	3.2	CCOC(=O)c1nn(-c2ccc(Br)cc2)cc1C(=O)c1cccc2ccccc12
i	1.8	COCCn1c(C)cc(C(=O)CSc2nc3ccccc3o2)c1C
i	-0.05	COC(=O)C/C(O)=C(/N=Nc1cccc(C(F)(F)F)c1)C(=O)OC
-6.4*	-13*	N#C/C(=C\c1cccc(Oc2ccccc2)c1)C(=O)N1CCOCC1
i	0.04	CC(=O)Nc1ccc(Nc2ncnc3c2cnn3-c2cccc(C)c2)cc1
i	0.46	O=c1oc(-c2ccc(Br)o2)nc2ccccc12
i	0.5	COc1cc(OC)nc(Oc2ccc(N)c(C)c2)n1
i	1.2	Cc1[nH]nc(N=CC2=C(O)CC(C)(C)CC2=O)c1-c1ccccc1
i	0.23	COC(=O)c1cn(NC(=O)Cc2cccc(OC)c2)c(=O)c2ccccc12
i	0.41	Cc1ccc(OCCOCCn2cnc3ccccc3c2=O)cc1C
i	-0.01	O=C(CN1CCN(c2ccccc2O)CC1)Nc1cccnc1Cl
i	0.96	Cc1cc(Cl)c(S(=O)(=O)NC(C(=O)O)c2ccccc2)cc1OCC(N)=O (stereo unspecified)
i	0.01	O=C(N/N=C/c1coc2ccccc2c1=O)c1cn(-c2ccccc2)nc1-c1ccccc1
i	-0.03	CCn1c(C2CC(=O)N(c3cc(C)cc(C)c3)C2)nc2ccccc21 (stereo unspecified)
i	1.1	CCCc1nnc(NC(=O)CSc2nc3ccccc3[nH]2)s1
i	0.05	O=C(NCCC1CC1(Cl)Cl)c1ccc([N+](=O)[O-])cc1 (stereo unspecified)
i	0.6	CCOC(=O)c1ccc(N2C(=O)CC(SCC(N)C(=O)OCC)C2=O)cc1 (stereo unspecified)
i	0.54	Cc1ccnc(N2C(=O)C3C4CC(C(Br)C4Br)C3C2=O)c1 (stereo unspecified)
i	0.54	Cc1ccc(CNC(=O)NCc2ccccc2)cc1
i	-0.12	O=C(NCCCc1ccccc1)N1CCOCC1
i	-0.92	CC(C)CNC(=S)NNC(=O)c1csc2c1CCC(C)C2 (stereo unspecified)
i	-2.1	COc1ccc(C(=O)Nc2ccc(CN3CCS(=O)(=O)CC3)cc2)cc1
i	0.83	NC(=O)c1cc([N+](=O)[O-])ccc1NCCN1C(=O)c2ccc(C(=O)O)cc2C1=O
i	0.07	COc1ccc(OC)c(S(=O)(=O)N/N=C\c2cn(CC(N)=O)c3ccccc23)c1
i	1.1	Cc1cccc(NS(=O)(=O)c2c(C)nc3scc(C)n3c2=O)c1
i	-1.1	CC(=O)Nc1cccc(NS(=O)(=O)Cc2ccc(Cl)cc2)c1
i	0.25	COc1ccc(CCNC(=S)NC(=O)/C=C/c2ccc(C)cc2)cc1OC
i	1.4	CCOC(=O)c1cc(NC(=O)Nc2ccc(OC)c(OC)c2)c(C)nc1C
i	-1.5	O=Nc1ccc(O)c2ncccc12
i	-0.57	CCCCn1c(N)c(N(CC(C)C)C(=O)CN(C)S(=O)(=O)c2ccc(NC(C)=O)cc2)c(=O)[nH]c1=O
i	-1.5	CN1CCN(C(=O)c2ccc(-c3ccccc3)cc2)CC1
i	-0.54	COC(=O)c1ccccc1NC(=O)c1noc2c1CCCC2
i	-0.17	COc1ccc2nc(N(CCN(C)C)C(=O)c3ccc4ccccc4c3)sc2c1
i	0.04	CC1CCCC(C)N1CCNC(=O)CCc1nnc2n(Cc3ccccc3)c(=O)c3ccccc3n12 (stereo unspecified)
i	0.64	Cc1cccc(NC(=O)c2ccc(C(=O)c3ccccc3)cc2)n1
i	0.23	CC1Cc2ccccc2N1C(=O)CSc1nnnn1Cc1ccccc1 (stereo unspecified)
i	1.3	CC(=O)Nc1ccc(NC(=O)Nc2ccc(C)cc2C)cc1
i	0.51	COc1ccc(NC(=O)CCC(=O)c2ccc(C(C)C)cc2)cc1
i	-0.76	CCOCCn1c(=NC(=O)CSCC(=O)Nc2cc(C)on2)sc2cc(OC)ccc21
i	1.1	Cc1ccc(-n2c(CSc3nc(C)cc(C)n3)nnc2SCC(=O)N2CCCC2)cc1
i	0.02	Cc1sc(NC(=O)CSc2nnnn2C2CCCC2)c(C#N)c1C
i	-0.29	CC1CC(C)CN(C(=O)CCCn2c(=S)[nH]c3ccccc3c2=O)C1 (stereo unspecified)
i	2.4	Cc1nn(S(=O)(=O)c2cccc([N+](=O)[O-])c2)c(C)c1S(=O)(=O)N1CCOCC1
i	-0.19	COCC(C)n1c(C)cc(C(=O)COC(=O)c2nc3nc(C)cc(C)n3n2)c1C (stereo unspecified)
i	0.37	O=C(CSc1nnc(NC(=O)C2CCC2)s1)Nc1ccccc1Br
i	-0.15	CC1=C(C(=O)c2ccccc2)C(c2cn(-c3ccccc3)nc2-c2ccc(Cl)cc2)NC(=S)N1 (stereo unspecified)
i	-1.4	CC1=Nc2ccccc2N=C(NC(=O)CN2CCN(c3ccc(F)cc3)CC2)C1c1ccccc1 (stereo unspecified)
i	-0.89	CCOc1ccc(Oc2cc(C)nc(SC)n2)nn1

# The listing continues.
KCNQ2 block	Kir21 block	SMILES
i	-0.68	CCOCCCNC(=O)c1cc(C)nn1-c1ccccc1
i	-0.13	C[C@@H](C(=O)OCC(=O)NCCc1ccc(S(N)(=O)=O)cc1)N1C(=O)C2CCCCC2C1=O (stereo partly specified)
i	-1.2	Cc1cc(=O)oc2cc(OCC(=O)N3CCN(c4ccc(F)cc4)CC3)c(Cl)cc12
i	2.3	CCOC(=O)c1ccc(Oc2ccc(C(F)(F)F)cn2)cc1
i	1.1	CCOC(=O)C1CCN(S(=O)(=O)Cc2ccccc2)C1=O (stereo unspecified)
i	1.1	C/C(=N\NC(=O)c1nnn(-c2nonc2N)c1C)c1ccc(OCc2ccccc2)cc1
i	1.3	CCCN(CCC)C1Sc2ccc(C(=O)OC)cc2NC1=O (stereo unspecified)
i	1.5	CCC(NC(=O)c1cc(COc2ccc(C)nc2)on1)c1ccc(C)cc1 (stereo unspecified)
i	0.35	O=C(NCc1ccc(Cl)cc1)C(=O)NCC(c1cccnc1)N1CCN(c2ccc(F)cc2)CC1 (stereo unspecified)
i	-1.1	CCOc1cc(/C=N\Nc2nc(-c3ccc(C)cc3)c(NC(C)=O)s2)ccc1O
i	-0.47	C=CCc1cc(/C=C2/NC(=O)NC2=O)cc(OCC)c1O
i	0.89	COc1ccc(CN(CCN2CCOCC2)C(=O)c2c(F)cccc2F)cc1OC
i	0.2	CCOC(=O)CSc1nc(-c2ccccc2)ns1
i	-0.92	CN(C)C(=O)c1ccc(NC(=O)c2cccc(S(=O)(=O)N3CCCc4ccccc43)c2)cc1
i	1.5	CCCn1c(Oc2ccccc2)nc2c1c(=O)n(C)c(=O)n2C
i	0.38	COc1ccc(CCN2C(=NC(=O)C(C)C)SC3CS(=O)(=O)CC32)cc1OC (stereo unspecified)
i	0.52	CC(=O)c1c(C)n([O-])c2cc(F)c(F)cc2[n+]1=O
i	-0.03	COC(=O)N/N=C/c1ccc(Oc2ccccc2)cc1
i	-1	CC(=O)OCc1c(C(F)(F)F)nn(C)c1Oc1ccccc1
i	0	CC(C)CCNC(=O)c1cc2c(=O)n3ccccc3nc2s1
i	-0.34	O=C(Cn1nnc(-c2ccccc2)n1)N/N=C/c1ccc(-c2ccc(Cl)cc2)o1
i	-0.1	Cc1c(Cl)c(-c2n[nH]c(=S)n2Cc2ccco2)nn1C
i	0.37	O=S(=O)(Nc1cccnc1)c1ccc(Cl)cc1
i	1.9	N/C(=N\c1nc2c(c(=O)[nH]1)CCC2)Nc1cccc2ccccc12
i	-0.09	CCN1CCN(c2nc(Nc3cccc(F)c3)nc(N)c2[N+](=O)[O-])CC1
i	-0.17	CCCCOC1(c2ccccc2)OC(=O)c2ccccc21 (stereo unspecified)
i	1.9	O=C1CNCc2[nH]c3ccccc3c2N1c1ccccc1
i	-1.1	CCOC(=O)C1CCCN(C(=O)Cn2sc3nc(C)cc(C)c3c2=O)C1 (stereo unspecified)
i	1.9	COc1cccc(NC(=S)N(CCCN2CCOCC2)C(C)c2cc3ccccc3o2)c1 (stereo unspecified)
i	0.42	O=C(NCCOc1ccccc1)C(=O)c1c[nH]c2ccccc12
i	0.47	Cc1cc(C)cc(NC(=S)N(CCN(C)C)Cc2cccs2)c1
i	-0.61	COCCN1C(=O)c2oc3ccccc3c(=O)c2C1c1ccc(C(=O)OC)cc1 (stereo unspecified)
i	0.78	O=[N+]([O-])c1ccc(NC2CCCC2)cc1
i	-0.58	COc1cc(C(c2nnnn2C2CCCC2)N2CCN(C(=O)c3ccco3)CC2)cc(OC)c1OC (stereo unspecified)
i	0.68	Cc1ccc(CNc2nc(-c3cccnc3)nc3ccccc23)cc1
i	2.1	Fc1ccc(-n2nnnc2-c2cnc(-c3cccs3)nc2C(F)(F)F)cc1
i	0.72	COc1cc(C2NC(=O)NC(C)=C2C(=O)OC2CCC(C)CC2)ccc1O (stereo unspecified)
i	0.77	CCn1c(=NC(=O)CSCC(=O)Nc2nccs2)sc2ccccc21
i	0.68	CCOc1ccc(/C=C(/NC(=O)c2ccc(Cl)cc2)C(=O)O)cc1OCC
i	-7.5*	Cc1ccc(C)c2c1cc(C)c1nnc(SCC(=O)c3cccs3)n12

# Whole records as entered above. Order of values: KCNQ2 block	Kir21 block
# Record of Cc1ccc(CNc2nc(-c3cccnc3)nc3ccccc23)cc1 = i	0.68
# Record of O=[N+]([O-])c1ccc(NC2CCCC2)cc1 = i	0.78
# Record of CCn1c(=NC(=O)CSCC(=O)Nc2nccs2)sc2ccccc21 = i	0.77
# Record of COc1cc(C(c2nnnn2C2CCCC2)N2CCN(C(=O)c3ccco3)CC2)cc(OC)c1OC (stereo unspecified) = i	-0.58
# Record of Cc1ccc(C)c2c1cc(C)c1nnc(SCC(=O)c3cccs3)n12 = i	-7.5*

# Later entries
KCNQ2 block	Kir21 block	SMILES
i	-0.71	O=C(COc1ccc([N+](=O)[O-])cc1)NC(C(=O)O)C(O)c1cccc([N+](=O)[O-])c1 (stereo unspecified)
i	-5.5*	CC(C1CC2CCC1C2)n1c(-c2ccco2)n[nH]c1=S (stereo unspecified)
i	0.03	Cc1cc(C)cc(CSc2nnc(C)c(=O)[nH]2)c1
i	1.1	C=CCn1c(SCC(=O)NC)nnc1C12CC3CC(CC(C3)C1)C2
i	1.1	CCOC(=O)C(Cc1ccccc1)C(=O)Nc1cccc(C)c1 (stereo unspecified)
i	-0.18	Cc1ccc(C)c(OCCC(=O)Nc2cccc(S(=O)(=O)N3CCCC3)c2)c1
i	-0.87	CCOc1ccc(CN(C)C(=O)CNC(=O)c2cc(OC)c(OC)c(OC)c2)cc1
i	-1.2	COc1ccc(OCc2cc(C(=O)NCC(C)(C)N3CCOCC3)no2)c(Cl)c1
i	-0.03	Cc1cc2cc(CNC(=O)NC3CCCCC3)ccc2[nH]1
-5.9*	-8.9*	Cc1ccccc1OC(C)C(=O)NCCC1=CCCCC1 (stereo unspecified)
i	-0.44	O=[N+]([O-])c1ccc(S(=O)(=O)NCC2CC3CCC2C3)cc1 (stereo unspecified)
i	1.3	COC(=O)C1=C(C(=O)OC)C(c2cc(Cl)ccc2O)c2sc(=O)[nH]c2S1 (stereo unspecified)
i	-2.5	COc1ccc(Cl)cc1NC(=S)NCCc1c[nH]c2ccccc12
i	-0.04	O=C(CSc1ncnc2nc[nH]c12)Nc1nnc(SCc2ccc(Cl)c(Cl)c2)s1
i	0.05	COc1ccccc1C(=O)N/C(=C\c1cn(S(=O)(=O)N(C)C)c2ccccc12)C(=O)N1CCOCC1
i	0.08	CCOCC(=O)Nc1ccccc1C(=O)O
i	0.71	Cc1cc(NC(=O)CSc2cn(CCNC(=O)c3ccc(Cl)cc3)c3ccccc23)no1
i	-1.4	COc1ccc2c(c1)oc(=O)c1ccccc12
i	1.2	CCOc1ccc(/C(C)=N/N2C(=O)C(CC(=O)Nc3ccc(OC)cc3[N+](=O)[O-])SC2=Nc2cccc(C)c2C)cc1 (stereo unspecified)
i	0.55	O=C1CC(c2ccc(O)cc2)Oc2cc(O)ccc21 (stereo unspecified)
i	0.49	COCCNC(=O)COc1cccc2c1OC(C)(C)C2
i	2.4	COc1cccc(-c2nc(NCC3CCCO3)c3ccccc3n2)c1O (stereo unspecified)
i	-0.25	COc1ccc(C2=CC(c3cc(OC)c(OC)c(OC)c3)NC(=S)N2)cc1 (stereo unspecified)
i	-1	Cc1ccc(CS(=O)Cc2ccc(C(=O)NCCc3ccccc3)o2)cc1 (stereo unspecified)
i	1.3	O=C(CCN1C(=O)C2C3C=CC(C3)C2C1=O)N1CCN(c2ccccn2)CC1 (stereo unspecified)
i	0.11	CC(C)C(=O)NN1c2ccccc2CCc2ccccc21

# 4 entries already listed, ordered by the value under Kir21 block, high to low:
KCNQ2 block	Kir21 block	SMILES
i	2.4	COc1cccc(-c2nc(NCC3CCCO3)c3ccccc3n2)c1O (stereo unspecified)
i	1.3	O=C(CCN1C(=O)C2C3C=CC(C3)C2C1=O)N1CCN(c2ccccn2)CC1 (stereo unspecified)
i	0.49	COCCNC(=O)COc1cccc2c1OC(C)(C)C2
i	0.11	CC(C)C(=O)NN1c2ccccc2CCc2ccccc21

# A second format for part of the listing above:
NC(=O)c1cc([N+](=O)[O-])ccc1NCCN1C(=O)c2ccc(C(=O)O)cc2C1=O
  KCNQ2 block: i | Kir21 block: 0.83
O=[N+]([O-])c1ccc(NC2CCCC2)cc1
  KCNQ2 block: i | Kir21 block: 0.78
COc1ccc(OCc2cc(C(=O)NCC(C)(C)N3CCOCC3)no2)c(Cl)c1
  KCNQ2 block: i | Kir21 block: -1.2
CCOc1ccc(Oc2cc(C)nc(SC)n2)nn1
  KCNQ2 block: i | Kir21 block: -0.89

# Screening data: PubChem BioAssay, Johns Hopkins Ion Channel Center
